# Assay outcomes: PubChem, several laboratories
# SRC3 inh: inhibitors of human steroid receptor coactivator 3 (SRC3). HEK293 GAL4-SRC3 luciferase reporter, luminescence. Q9Y6Q9. inhibition, % at 3.6 µM. 360,000 compounds, 0.17% hits;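 active = inhibition above a per-campaign cutoff, the mean of all compounds plus 3 SD, cut at about 60% in these data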;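 also: 0% = DMSO-treated cells and 100% = gossypol-treated cells at 36 µM; higher means less SRC3-driven luciferase light from the GAL4 reporter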
# C8 TRAIL sens: caspase-8 TRAIL sensitization; NB7+C8 cells + TRAIL, ATPlite viability luminescence; inhibition (viability loss, TRAIL sensitization), % at 10 µM; 360,000 compounds, 1% hits; AID 624354;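 active = compounds causing at least 50% loss of cell viability in the single-dose screen, relative to plate controls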
# LRH-1 inv ag: NR5A2 inverse agonism in reporter assay; HEK293T StAR-luciferase reporter, LRH-1 transfected, 24 h; inhibition, % at 3.6 µM; O00482; 360,000 compounds, 0.13% hits; AID 602396;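 active = inhibition above the mean inhibition of all tested compounds plus 3 SD, cut at about 73% in these data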;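 also: 0% = DMSO wells and 100% = reporter-only cells lacking LRH-1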
# Target sequence (O00482 whole entry, looked up): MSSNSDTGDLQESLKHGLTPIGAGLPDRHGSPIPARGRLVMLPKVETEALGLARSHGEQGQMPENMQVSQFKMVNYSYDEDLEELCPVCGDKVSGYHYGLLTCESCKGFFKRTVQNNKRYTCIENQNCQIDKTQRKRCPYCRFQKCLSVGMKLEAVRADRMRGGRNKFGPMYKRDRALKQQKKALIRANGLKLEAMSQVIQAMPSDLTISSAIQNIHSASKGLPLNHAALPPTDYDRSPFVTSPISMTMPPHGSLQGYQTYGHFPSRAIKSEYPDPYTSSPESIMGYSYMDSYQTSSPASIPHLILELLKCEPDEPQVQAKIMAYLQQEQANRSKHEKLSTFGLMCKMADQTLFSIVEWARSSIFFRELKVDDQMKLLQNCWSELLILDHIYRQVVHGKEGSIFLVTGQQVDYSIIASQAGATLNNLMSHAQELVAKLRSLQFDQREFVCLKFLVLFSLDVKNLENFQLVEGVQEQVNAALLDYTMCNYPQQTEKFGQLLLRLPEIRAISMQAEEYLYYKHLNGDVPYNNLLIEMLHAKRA
# SRC1 inh: inhibits human SRC1 coactivator | Q15788 | HEK293 GAL4-SRC1 luciferase reporter, luminescence | inhibition, % at 3.6 µM | 360,000 compounds, 0.12% hits | AID 588354;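 active = inhibition above the campaign mean plus 3 SD, with each screening campaign given its own cutoff, cut at about 60% in these data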;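 also: 0% = DMSO treated cells and 100% = gossypol at 36 µM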
# NR2F2 inh: NR2F2 (human) inhibition, primary screen; P24468; HEK293T NGFI-A luciferase reporter, luminescence; inhibition, % at 8.6 µM; 370,000 compounds, 0.7% hits;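 active = inhibition above a per-plate cutoff, mean inhibition of test wells between control levels plus 3 SD, cut at about 38% in these data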;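 also: cells cotransfected with COUP-TFII expression vector driving the NGFI-A reporter; 0% = median of COUP-TF2 test wells and 100% = reporter-only cells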
# Target sequence (P24468 whole entry, looked up): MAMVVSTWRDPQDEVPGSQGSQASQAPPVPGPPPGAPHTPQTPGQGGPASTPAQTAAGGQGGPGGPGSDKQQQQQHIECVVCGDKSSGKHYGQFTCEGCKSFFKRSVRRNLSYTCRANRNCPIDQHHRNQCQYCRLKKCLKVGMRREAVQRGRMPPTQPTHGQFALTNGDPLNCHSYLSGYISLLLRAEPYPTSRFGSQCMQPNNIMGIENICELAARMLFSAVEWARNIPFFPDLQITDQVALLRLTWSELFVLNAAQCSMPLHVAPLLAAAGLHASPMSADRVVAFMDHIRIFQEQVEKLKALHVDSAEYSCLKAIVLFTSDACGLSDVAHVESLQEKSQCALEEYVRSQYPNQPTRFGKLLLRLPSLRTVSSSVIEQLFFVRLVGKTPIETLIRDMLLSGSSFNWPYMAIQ
# EBV LMP1 NFkB: reduces LMP1-driven NF-kappaB luciferase signal; LMP1-induced NF-kappaB luciferase reporter cells, luminescence; inhibition, % at 12.5 µM; 350,000 compounds, 0.69% hits; AID 504558; in the data active = inhibition above about 41%;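 also: 0% = neutral control wells and 100% = reference inhibitor control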
# TROY signal inh: TROY signaling inhibition. inhibition, % at 10 µM. Q293 LMP1-TROYcd NF-kB luciferase reporter, 4 h. 360,000 compounds, 0.98% hits;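 active = compounds whose plate-normalised and pattern-corrected inhibition of the luciferase reporter signal at the single screening dose is 50% or more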
# TWEAK-Fn14 inh: blocks TWEAK-Fn14 interaction in a reporter cell assay. inhibition, % at 10 µM. TWEAK-stimulated Fn14 reporter cells, luciferase luminescence, 8 h. 360,000 compounds, 2% hits; in the data active = inhibition above about 50%
# NCOA2 inhibitor: human SRC2 (NCOA2) inhibition; HEK293 GAL4-SRC2 luciferase reporter, luminescence; inhibition, % at 9 µM; 370,000 compounds, 0.17% hits;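 active = inhibition above the mean inhibition of all tested compounds plus 3 SD, set per campaign, cut at about 52% in these data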;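 also: 0% = DMSO treated cells and 100% = cells given Gossypol at 36 µM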
# KKLEB cytotox: CF airway cell cytotoxicity counter-screen. AID 602141. KKLEB CF airway cells viability, ATPlite luminescence, overnight; active compounds read low; cells stimulated with P. aeruginosa culture filtrate. 360,000 compounds, 0.36% hits. activity change (cytotoxicity), % at 5 µM;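 active = corrected activity change at or below -50% at 5 µM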
# CF NFkB block: cystic fibrosis NF-kB activation inhibition; KKLEB NF-kB-GFP reporter, PAF-induced, GFP fluorescence overnight; inhibition, % at 5 µM; 360,000 compounds, 0.86% hits; AID 588850;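 active = at least 50% inhibition at 5 µM, scaled per plate between neutral and stimulator controls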;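 also: PAF is a Pseudomonas aeruginosa culture filtrate used as stimulus; plate controls were PAF-stimulated DMSO wells for no effect and unstimulated DMSO wells for full effect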
# * = called active by the depositor; nt = not tested or not shown. This is a random part of the collection. Share with any hit: about 4.2%.
SMILES,SRC3 inh,C8 TRAIL sens,LRH-1 inv ag,SRC1 inh,NR2F2 inh,EBV LMP1 NFkB,TROY signal inh,TWEAK-Fn14 inh,NCOA2 inhibitor,KKLEB cytotox,CF NFkB block
O=C(Nc1ccc2c(c1)OCO2)C1CCN(Cc2cnn(-c3ccccc3)c2-n2cccc2)CC1,8.3,2.5,11.8,-0.2,25.8,-0.2,27.4,9.8,24.8,-10.9,-15.5
Fc1cccc(Cc2c(-c3ccccc3)nc3ccc(Br)cn23)c1,-11.3,-5.0,-23.7,-19.1,-18.5,nt,-26.5,-14.4,-55.9,-2.7,4.3
O=C(NCc1ccccn1)C(=O)NCC1OCCN1S(=O)(=O)c1ccc(Br)cc1 (stereo unspecified),9.7,-14.2,-2.6,0.2,-4.9,6.7,10.4,-2.9,-3.6,12.0,-24.4
COC(=O)C1=CN(c2ccc(F)c(F)c2)C=C(C(=O)OC)C1c1ccc([N+](=O)[O-])cc1,-9.6,-7.4,7.4,-2.6,5.5,0.3,11.0,-9.5,-4.8,-8.7,17.9
O=C(Nc1ccc2c(c1)OCO2)c1ccc[n+]([O-])c1,1.9,-3.3,4.3,-13.5,8.1,1.8,-12.0,0.9,-12.8,6.2,19.9
Cc1cccc(NC(=O)c2ccc(COc3ccc4ccccc4c3)o2)n1,1.0,2.2,4.5,1.6,-5.8,-6.2,-57.6,-0.6,-0.6,7.8,-22.4
CSc1ncccc1C(=O)OCC(=O)N1CC(=O)Nc2ccccc21,-11.3,1.9,10.8,-3.2,27.4,-0.7,-5.4,-12.3,11.0,1.3,12.8
CCOc1ccc(NC(=O)CN(c2cccc(C(F)(F)F)c2)S(C)(=O)=O)cc1,9.4,1.5,19.7,9.8,-0.3,5.6,-12.4,3.2,-21.1,3.9,-8.8
CC(C)CCNC(=O)[C@@H](Cc1ccccc1)NC(=O)CC[C@H]1O[C@@H](n2ccc(=O)[nH]c2=O)[C@H](O)[C@@H]1O,-14.1,-18.5,-17.9,-7.3,12.0,nt,17.1,8.8,-5.6,2.4,-15.1
O=C(CSc1ccccc1)N1CCCC(N2CCN(c3ccc(F)cc3)CC2)C1 (stereo unspecified),4.0,-10.2,6.0,-0.8,11.7,-3.8,-11.0,9.4,11.3,-4.9,1.1
Cc1c(NC(=S)NC(C)(C)C)c(=O)n(-c2ccccc2)n1C,10.3,-33.3,10.0,5.5,12.2,1.0,-3.1,-3.0,7.8,-1.8,10.1
Cc1n[nH]c(C)c1S(=O)(=O)N1CCC(C(=O)Nc2cccc(F)c2)CC1,15.1,-14.5,-14.2,1.3,2.4,nt,-50.7,-7.0,2.1,5.1,1.2
COc1ccc(N2CCN(C(=O)CCc3ccccc3)CC2)cc1,18.1,-8.3,17.5,3.3,13.4,-3.5,-22.9,17.1,-5.9,7.7,-13.5
COC(=O)c1nn(-c2ccccc2)c(=O)cc1O,20.0,-5.5,-5.9,-31.1,4.8,0.5,6.5,1.1,6.2,1.8,11.8
Cc1c(C(N)=O)sc(N)c1C(=O)OC(C)C,7.7,-22.4,-1.7,-2.5,-7.3,-4.4,-0.7,6.0,-8.9,-8.9,7.3
O=C(C(F)C(F)(F)F)N1CCN(c2ccccc2)CC1 (stereo unspecified),8.1,-15.9,15.3,-2.0,4.2,6.2,-1.9,-1.2,-2.3,11.4,-2.5
c1ccc(-c2nnc(CSc3nncs3)o2)cc1,-28.0,-1.1,-58.9,-46.1,-16.9,-0.8,-4.9,-10.3,-9.4,-0.3,-1.1
O=c1[nH][nH]c(=O)c2cc(N3CCCC3)ccc12,20.8,12.6,15.2,-0.9,-1.5,-5.4,-19.4,12.1,0.0,14.2,-9.5
CCOC(=O)C1CCN(C(=O)CCS(=O)(=O)c2ccc3c(c2)CCN3C(=O)CC)CC1,6.4,-2.5,-13.8,6.8,-9.5,-0.4,9.7,-1.8,-16.6,12.4,-6.5
Cn1nc(C(=O)Nc2ccccc2N2CCCC2)c2ccccc2c1=O,8.9,9.0,6.4,-13.9,-2.2,2.7,-10.7,-15.2,2.7,2.0,-16.9
N#C/C(=C\c1ccccc1)C(=O)Nc1cccnc1,-6.0,-1.9,-4.2,-6.4,6.7,1.6,-0.6,6.2,-10.4,-1.3,12.5
C[C@H]1CC[C@]2(O[C@H](CCO)C[C@@H](O)[C@@H]2O)O1,-8.4,-7.1,-3.9,1.2,4.6,-1.3,-7.5,-5.5,2.7,9.1,-4.0
COc1ccc(CNC(=O)COC(=O)/C=C/c2cccs2)cc1,0.7,-1.6,11.4,-2.5,4.4,12.6,17.9,18.3,-3.3,4.6,-18.5
CS(=O)Cc1cc(Oc2ccccc2)nc(-c2ccncc2)n1 (stereo unspecified),-19.1,0.9,8.2,-7.0,-18.3,5.1,-16.9,-3.5,-5.5,-1.6,16.7
O=C(CC(Cc1ccccc1)c1ccco1)NC1CCCCC1 (stereo unspecified),-1.2,-11.1,7.9,-21.9,-4.2,5.1,8.2,2.9,6.0,-6.8,13.0
O=C(Nc1ccc(S(=O)(=O)Nc2ncccn2)cc1)c1ccc(Br)cc1,-0.6,7.7,0.0,-5.3,10.7,-5.1,-9.5,-5.9,5.8,-1.8,-18.9
COc1ccc(Cl)cc1Cn1c(C)c(C(=O)N(C)Cc2ccc(F)cc2)sc1=O,-4.2,-1.1,6.2,3.0,-9.2,nt,2.2,-2.8,-4.7,-1.2,-0.8
NC1=C([N+](=O)[O-])C(c2ccc3c(c2)OCO3)C2=C(CCCC2=O)O1 (stereo unspecified),-13.3,-11.3,0.0,1.3,-1.1,-4.1,3.3,18.2,-5.8,-1.5,-7.7
CCOC(=O)c1c(C)nc(C(Cl)(Cl)Cl)nc1N,4.0,13.2,-32.4,-17.8,-1.6,-8.3,-15.8,-17.6,-10.2,5.3,-11.0
Cc1ccc(SCC(=O)NC(=O)Nc2ccc3c(c2)OCCO3)cc1C,10.0,-2.1,0.0,14.2,-2.1,-1.3,11.3,41.6,-6.7,-0.4,6.2
CCOc1ccc(NC(=O)COC(=O)c2ccc3c(c2)OCO3)cc1,-4.0,-2.0,12.1,-3.5,2.6,5.1,-1.9,-7.0,-32.8,-37.4,2.1
O=C(CN1C(=O)NC2(CCCc3ccccc32)C1=O)NCc1ccc(Cl)cc1Cl (stereo unspecified),2.5,4.1,22.3,-4.7,-17.3,-0.8,5.6,-12.8,-9.3,-0.9,-7.6
CNc1nc(Oc2ccc(=O)n(C)n2)nc(N2CCOCC2)n1,14.8,-0.4,-1.2,-16.2,-7.9,6.5,21.3,5.3,-10.9,-24.8,-0.4
CCn1c(=Nc2ccc(N3CCOCC3)cc2)ccc2ccccc21,0.3,7.9,10.0,-5.6,-2.0,3.2,3.3,-6.7,-10.5,5.0,-1.6
COc1ccc(CN2CCN(Cc3c[nH]c4ccccc34)CC2CCO)c(F)c1 (stereo unspecified),-6.4,2.8,30.8,0.1,8.1,8.7,-5.2,16.2,22.0,-2.8,0.2
O=C(/C=C/c1cccs1)NC(=S)NNC(=O)Cc1cccs1,-8.6,1.1,-17.8,-38.1,-10.9,7.0,-14.1,-16.6,-10.9,-1.8,3.0

# Compound profiles, as listed above. Values in the order: SRC3 inh, C8 TRAIL sens, LRH-1 inv ag, SRC1 inh, NR2F2 inh, EBV LMP1 NFkB, TROY signal inh, TWEAK-Fn14 inh, NCOA2 inhibitor, KKLEB cytotox, CF NFkB block
# CCn1c(=Nc2ccc(N3CCOCC3)cc2)ccc2ccccc21 is listed with 0.3, 7.9, 10.0, -5.6, -2.0, 3.2, 3.3, -6.7, -10.5, 5.0, -1.6
# O=C(CN1C(=O)NC2(CCCc3ccccc32)C1=O)NCc1ccc(Cl)cc1Cl (stereo unspecified) is listed with 2.5, 4.1, 22.3, -4.7, -17.3, -0.8, 5.6, -12.8, -9.3, -0.9, -7.6

# (further entries)
SMILES,SRC3 inh,C8 TRAIL sens,LRH-1 inv ag,SRC1 inh,NR2F2 inh,EBV LMP1 NFkB,TROY signal inh,TWEAK-Fn14 inh,NCOA2 inhibitor,KKLEB cytotox,CF NFkB block
CCc1ccc(Sc2cc(C(=O)NCCN3CCOCC3)c3ccccc3n2)cc1,4.8,-3.1,13.1,0.6,8.2,3.8,-5.9,27.2,-17.8,2.7,-7.2
COc1ccccc1N(C)S(=O)(=O)c1ccc(C(=O)OCC(=O)Nc2ccccc2F)cc1,15.9,17.0,20.0,-9.3,-0.1,12.1,4.2,-22.2,20.5,3.2,-5.4
Cc1cc2oc(C(=O)Nc3nonc3C)c(C)c2cc1C,-163.5,-9.0,-155.7,-126.8,-65.7,-34.4,-19.0,22.9,-43.3,-6.2,-3.0
CN(CCOc1ccccc1)CC(=O)Nc1cccc(Br)c1,7.3,4.6,-7.0,1.6,2.5,-27.9,5.4,-20.0,1.9,-3.7,9.9
Fc1ccccc1N=C1Nc2cccc3cccc1c23,0.1,-7.2,-19.0,6.1,-7.0,-10.0,-24.2,-10.0,-3.1,7.4,-8.6
CCOC(=O)C(C)Oc1cccc2c(=O)n(CC(=O)N3CCCc4ccccc43)ccc12 (stereo unspecified),2.3,-17.6,-6.5,6.8,-14.5,5.9,-6.5,-1.5,8.8,-7.3,19.6
COc1ccc(CN2CCNC(=O)C2CC(=O)N(C)CCCN2CCOCC2)cc1C (stereo unspecified),5.4,12.9,-16.6,0.0,20.2,-4.1,5.1,3.8,0.6,0.6,-1.3
COc1ccccc1NC(=S)N1CCN(C(c2ccccc2)c2ccccc2)CC1,9.4,-3.8,3.3,0.0,18.7,-2.6,16.1,-7.1,-13.5,8.3,-12.9
Cc1ccc(-n2ncc3c(NCc4cccnc4)ncnc32)c(C)c1,21.0,40.8,17.2,19.8,40.8*,36.5,9.2,9.2,18.5,-3.5,10.9
CCN(CC)S(=O)(=O)c1cccc(C(=O)Nc2ccccc2)c1,-11.7,8.5,-25.4,-8.7,13.5,-17.7,-36.1,-6.5,-7.2,3.7,-0.8
CCOC(=O)C1=C(C)Nc2ccccc2N/C1=N\S(=O)(=O)c1cc(C(=O)O)ccc1Cl,-14.1,-12.3,12.7,-7.5,5.6,3.6,1.2,8.0,-2.2,0.4,-5.5
Cn1c(SCC(=O)N2CCCCC2)nc2c([nH]c3ccccc32)c1=O,-8.6,-0.2,-11.1,14.2,18.3,-48.0,-2.4,23.2,7.1,-7.0,-27.1
Cc1[nH]n(-c2ccccc2)c(=O)c1N=Nc1cccc(C(=O)O)c1,-123.8,22.2,-186.2,-102.8,-25.4,1.9,-48.3,58.5*,-12.8,6.2,-9.7
CSc1ccc(/C=C2\C(=N)N3N=C(CC(=O)N4CCCCC4)SC3=NC2=O)cc1,6.5,5.2,-16.5,-10.1,-4.8,0.2,-9.2,-5.1,18.5,-6.0,-24.1
COC(=O)c1sc2ncccc2c1OCc1ccc(Cl)cc1,23.4,-3.2,-18.8,9.3,5.1,9.8,-2.6,15.6,21.0,-5.4,-2.4
Cc1cc(CNC(=O)Cn2cc([N+](=O)[O-])cn2)c2ccccc2n1,21.4,-14.8,7.3,-6.4,8.1,0.0,3.6,2.3,8.4,-12.3,-6.0
COc1ccc(S(=O)(=O)N(CCC(N)=O)Cc2ccco2)cc1OC,-20.1,7.3,-8.6,-7.4,-5.7,1.8,-1.6,-5.1,-18.2,-9.0,26.2
O=C(NC1CC1)C1CCN(C2CCN(C(=O)CSc3ccccc3)CC2)CC1,7.4,0.4,6.5,-6.9,-10.7,-3.0,4.5,-8.6,-18.6,0.4,4.7
